Screens: PubChem BioAssay, several laboratories
GLD-1 TGE inh = GLD-1/TGE RNA complex disruptors, primary screen, biochemical, fluorescence polarization; Female germline-specific tumor suppressor gld-1 (Caenorhabditis elegans), Q17339; purified GLD-1 + fluorescein TGE RNA; inhibition, % at 5.96 µM; 320,000 compounds, 0.44% hits;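 active means percent inhibition above a per-plate cutoff, the plate mean of test compounds plus 3 SD, cut at about 30% in these data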;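 further: 0% = DMSO wells with GLD-1 and probe and 100% = wells lacking GLD-1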
MCL1 BIM primary = inhibitors of MCL1 binding to BIM-BH3, primary screen, biochemical, fluorescence polarization. Induced myeloid leukemia cell differentiation protein Mcl-1 (Homo sapiens), Q07820. GST-MCL1 / FITC-Bim-BH3 fluorescence polarization. inhibition, % at 10.9 µM. 320,000 compounds, 0.68% hits;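 active means inhibition above the mean inhibition of all tested compounds plus 3 SD, set per campaign, cut at about 40% in these data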;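 further: 0% = DMSO wells and 100% = unlabeled Bim-BH3 peptide control; higher means more loss of mP so more displacement of Bim peptide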
AGP1-GFP MLPCN = modulators of AGP1-GFP expression in yeast TOR pathway, primary screen, cell-based, multiplex flow cytometry, S. cerevisiae, MLPCN library; 3 h; GFP as percent of DMSO wells; GFP response vs DMSO, % at 10 µM; 320,000 compounds, 0.02% hits;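 active means GFP response relative to DMSO above a set limit, near screen average plus 3 SD, cut at about 150% in these data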;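 further: median GFP channel fluorescence of the gated AGP1 strain per well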
Bcl-xL primary = inhibitors of human Bcl-xL, primary screen, biochemical, fluorescence polarization, HTS; Bcl-2-like protein 1 (Homo sapiens), Q07817; GST-Bcl-xL / FITC-Bim BH3 peptide fluorescence polarization; inhibition, % at 10.9 µM; 320,000 compounds, 0.7% hits;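 active means inhibition above the mean of all tested compounds plus 3 SD, cutoff set per campaign, cut at about 30% in these data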;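 further: 0% = DMSO wells and 100% = unlabeled Bim-BH3 peptide competitor; inhibitors lower millipolarization by displacing the labeled peptide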
Fam108B inh = mouse Fam108B serine hydrolase inhibitors, primary screen, counter-screen for RBBP9 inhibitor project, biochemical, fluorescence polarization | recombinant Fam108B, FP-Rh probe fluorescence polarization | inhibition, % at 9.51 µM | 300,000 compounds, 0.33% hits;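 active means inhibition above the screen mean inhibition plus 3 SD, computed separately per campaign, cut at about 18% in these data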;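 further: inhibitors lower polarization as less probe binds the enzyme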
GRK2 inh = compounds blocking aptamer binding on GRK2 – biochemical, human GRK2, bead flow cytometry, HTS, primary screen; 330,000 compounds, 0.59% hits; inhibition of aptamer binding, % at 10 µM; FAM-aptamer displacement from GRK2; AID 488847, 2010;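 active means inhibition of aptamer binding above 40%, roughly 3 SD of noise, on plates passing a quality check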;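 further: median bead fluorescence of bound FAM aptamer so fluorescent compounds give negative values; no value below 0 was filed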
MEX-5 binding = MEX-5 zinc finger RNA-binding disruptors – biochemical, C. elegans, fluorescence polarization, MLPCN library, primary screen; Zinc finger protein mex-5 (Caenorhabditis elegans), Q9XUB2; MEX-5/FITC-TCR2 RNA binding; hits give low values; activity score (negative = inhibition of binding), % at 10 µM; 300,000 compounds, 0.38% hits; AID 1832, 2009;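 active means inhibition past about -25% in most replicates, and total fluorescence under double the plate's negative control median, limit read from the data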;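 further: 0% = DMSO and -100% = 5 µM competing unlabeled TCR2 RNA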
VLA-4 inh = inhibition in human VLA-4 binding assay, primary screen, VLA-4 allosteric modulator project, MLPCN library, flow cytometry, VLA-4 expressing cells | ligand binding flow cytometry | inhibition, % (about 7 µM as worked out from the volumes in the protocol) | 330,000 compounds, 0.2% hits; in the data active means inhibition above about 50%
Target sequence (P13612 whole entry, looked up): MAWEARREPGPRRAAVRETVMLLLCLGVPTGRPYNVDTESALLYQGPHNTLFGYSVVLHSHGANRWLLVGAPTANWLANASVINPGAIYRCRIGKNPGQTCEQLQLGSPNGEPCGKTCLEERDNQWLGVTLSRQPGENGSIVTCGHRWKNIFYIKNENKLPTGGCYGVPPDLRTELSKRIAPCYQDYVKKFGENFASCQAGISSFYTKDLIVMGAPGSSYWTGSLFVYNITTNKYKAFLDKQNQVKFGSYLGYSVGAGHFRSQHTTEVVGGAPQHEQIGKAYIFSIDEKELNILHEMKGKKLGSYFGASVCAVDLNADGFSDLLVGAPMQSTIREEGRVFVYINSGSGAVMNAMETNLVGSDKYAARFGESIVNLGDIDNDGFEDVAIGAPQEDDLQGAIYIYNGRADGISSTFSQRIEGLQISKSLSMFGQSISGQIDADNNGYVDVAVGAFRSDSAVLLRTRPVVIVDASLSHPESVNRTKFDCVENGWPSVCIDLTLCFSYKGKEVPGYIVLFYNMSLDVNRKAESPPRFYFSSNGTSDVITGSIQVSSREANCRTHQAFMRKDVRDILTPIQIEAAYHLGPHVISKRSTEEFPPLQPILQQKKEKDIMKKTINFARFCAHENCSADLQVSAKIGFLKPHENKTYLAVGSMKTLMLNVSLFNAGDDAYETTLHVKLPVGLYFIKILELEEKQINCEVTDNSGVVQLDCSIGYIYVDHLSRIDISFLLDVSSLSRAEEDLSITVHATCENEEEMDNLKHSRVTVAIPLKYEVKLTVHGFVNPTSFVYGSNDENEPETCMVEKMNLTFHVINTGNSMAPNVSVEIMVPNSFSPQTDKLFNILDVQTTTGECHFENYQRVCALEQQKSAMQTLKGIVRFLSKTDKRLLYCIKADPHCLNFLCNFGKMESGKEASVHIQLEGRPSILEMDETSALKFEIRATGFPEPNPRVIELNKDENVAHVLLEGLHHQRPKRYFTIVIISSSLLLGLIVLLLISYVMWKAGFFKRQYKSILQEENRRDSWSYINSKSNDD
CIT2-GFP yeast = modulators of CIT2-GFP expression in yeast, primary screen, S. cerevisiae, GFP fusion, multiplex flow cytometry, MLPCN library | S. cerevisiae CIT2-GFP strain, 3 h; 100 means same as DMSO wells | GFP response vs DMSO, % at 10 µM | AID 2029, 2009 | 320,000 compounds, 0.065% hits;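 active means GFP response relative to DMSO above a set limit, near the screen mean plus 3 SD, cut at about 150% in these data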;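 further: ratio of well median GFP fluorescence to mean of DMSO wells on the plate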
An asterisk follows results filed as active; / = no result given.

SMILES	GLD-1 TGE inh	MCL1 BIM primary	AGP1-GFP MLPCN	Bcl-xL primary	Fam108B inh	GRK2 inh	MEX-5 binding	VLA-4 inh	CIT2-GFP yeast
O=C(NCCn1cc(SCc2ccccc2F)c2ccccc21)c1c(F)cccc1F	4.4	0.8	88.6	0.3	-1.1	2.0	1.0	11.7	85.7
COc1ccc(/C=N/NC(=O)C(=O)NCc2cccnc2)cc1OC	6.5	3.2	88.3	4.7	-1.4	0.0	-0.1	-1.1	92.4
Cc1ccc(OCCC(=O)Nc2ccc3c(c2)OCO3)cc1	-1.4	-9.8	99.0	-8.0	/	3.0	/	0.0	88.3
CNS(=O)(=O)c1cnccc1N1CCN(C)CC1	7.5	3.8	90.2	4.3	3.6	9.0	2.3	0.9	96.0
Cc1cccn2c(=O)c(/C=C(\C#N)C(=O)NC3CCS(=O)(=O)C3)c(N3CCC(C(N)=O)CC3)nc12 (centres undefined)	-5.7	7.7	86.9	2.8	3.3	3.0	-2.5	25.9	93.3
COc1ccc(NS(=O)(=O)c2cccc(C(=O)N/N=C/c3ccc(O)cc3)c2)cc1	2.3	2.0	104.6	-2.5	-2.0	2.0	0.0	11.5	106.3
COC(=O)c1ccc(CSc2nnnn2-c2ccc(C)cc2C)o1	-0.8	0.8	94.3	0.6	3.2	0.0	0.8	11.9	83.7
CCCC(=O)Nc1ccc(C(=O)NN=C(C2CC2)C2CC2)cc1	5.2	7.5	94.1	0.4	-0.2	2.0	-0.6	-1.7	106.7
CCCn1c2c(c(O)c(C(=O)Nc3ncccc3C)c1=O)CCCC2	2.5	8.5	99.3	1.3	1.6	0.0	0.3	-7.6	101.1
O=C(O)c1cc(-c2ccc(O)cc2)nc2ccccc12	3.5	-0.1	84.8	1.2	-2.7	4.0	0.0	2.8	75.6
CC(C)CC1NC(=O)N(CCCCN2C(=O)c3ccccc3C2=O)C1=O (centres undefined)	1.9	-10.6	96.4	0.5	-2.4	0.0	2.6	3.5	91.9
CCOc1ncccc1C(=O)OCC(=O)N1c2ccccc2CC1C (centres undefined)	5.4	-4.4	93.6	-0.9	/	2.0	/	2.8	100.7
CCOC(=O)c1cc2n(c1C)-c1ccccc1C2=O	4.5	0.9	81.2	6.3	-1.9	0.0	-0.5	7.9	88.0
Oc1ccc(C=Nc2cccc3ncccc23)c(O)c1	54.8*	29.0	102.1	29.0	1.0	2.0	1.5	0.0	99.8
CS(=O)(=O)N(Cc1ccccc1)c1ccc(C(=O)NCC2CCCO2)cc1 (centres undefined)	-0.5	2.9	105.2	-1.1	-2.8	1.0	-0.7	-3.5	100.6
CCCC1(C(=O)OCC)NC(c2ccc(N(C)C)cc2)C2C(=O)N(c3ccc(OCC)cc3)C(=O)C21 (centres undefined)	2.3	12.9	96.9	7.0	5.9	0.0	-2.2	-6.7	85.9
O=c1cccc(-c2ccccc2)[nH]1	0.9	2.4	109.1	-1.8	-1.6	0.0	-1.8	-14.7	105.2
O=C(c1ccco1)N1CCN=C1SCc1c(F)cccc1Cl	3.9	-0.5	104.3	-1.1	-2.3	0.0	-0.9	4.3	85.3
Cc1ccccc1C(=O)Nc1ccnn1C1CCN(C2CCSCC2)CC1	11.5	35.6	90.6	35.7*	0.2	0.0	-12.9	0.5	89.5
CC1=C(C(=O)OCc2ccccc2)C(c2cccc([N+](=O)[O-])c2)NC(=O)N1CCCCCC(=O)O (centres undefined)	0.3	-2.6	/	1.1	-4.2	/	2.7	/	/

Taken from above:
CC1=C(C(=O)OCc2ccccc2)C(c2cccc([N+](=O)[O-])c2)NC(=O)N1CCCCCC(=O)O (centres undefined) @ MCL1 BIM primary: -2.6
CC(C)CC1NC(=O)N(CCCCN2C(=O)c3ccccc3C2=O)C1=O (centres undefined) @ GRK2 inh: 0.0

Going on with the list.
SMILES	GLD-1 TGE inh	MCL1 BIM primary	AGP1-GFP MLPCN	Bcl-xL primary	Fam108B inh	GRK2 inh	MEX-5 binding	VLA-4 inh	CIT2-GFP yeast
O=C(CN1CCC(O)(c2cccc(F)c2)CC1)NCCc1c[nH]c2ccccc12	-2.4	-1.6	111.5	-2.8	-0.6	0.0	-0.5	2.1	103.2
CN(C)CCO[C@@H](c1ccc(Cl)cc1)c1ccccn1	-2.8	-2.4	101.2	0.1	-2.2	1.0	0.7	4.9	102.8
O=C(OCc1nnc(-c2ccccc2)o1)C1CCN(S(=O)(=O)c2cccs2)CC1	-6.8	3.4	89.4	0.4	0.0	3.0	-1.4	6.7	92.2
Cc1ccc(N(C(=O)CNC(=O)c2ccco2)C(C(=O)NC2CCCC2)c2cccnc2)cc1 (centres undefined)	3.8	6.7	95.6	3.4	0.1	2.0	-2.2	5.3	101.4
O=C(NC1CCCCCC1)c1cccc(N2CCCC2=O)c1	-0.9	-2.1	99.0	7.7	-1.9	0.0	-0.6	-4.8	84.9
Cc1ccc2c(c1)N(CC(=O)N(Cc1ccccn1)Cc1ccco1)C(=O)C(C(C)C)O2 (centres undefined)	-0.1	2.2	91.2	4.2	-3.7	0.0	0.4	2.0	/
COC(=O)C1C(c2ccccc2)C(C(=O)OCc2ccco2)C1c1ccccc1 (centres undefined)	4.0	-0.2	100.7	5.9	-0.3	3.0	0.4	-7.2	94.5
Cc1cc2ccccc2c(=O)n1CC(=O)NCC(=O)N1CCCC1	8.6	4.0	98.7	5.1	1.0	2.0	-1.2	0.1	99.3
COc1cc2nc(CN(C)Cc3nc4ccccc4c(=O)[nH]3)[nH]c(=O)c2cc1OC	-2.0	-17.2	105.8	-16.2	-3.0	0.0	-1.5	-8.8	109.8
CC(C)C(=O)Nc1ccnc(-c2cccnc2)n1	3.2	1.3	95.8	-2.3	-2.3	0.0	0.7	7.6	94.1
Cc1cc(=O)[nH]c(SCn2nnc3ccccc3c2=O)n1	1.5	10.0	101.0	9.8	-0.9	2.0	-0.1	-3.2	104.3
Cc1ccc(NC(=O)CCNS(=O)(=O)c2ccccc2F)cc1S(=O)(=O)N1CCOCC1	4.8	0.3	109.9	2.0	1.1	0.0	-0.2	0.8	109.6
COc1ccc(-c2nnc(SCC(=O)N3CCCC3)o2)cc1OC	8.9	14.0	95.7	6.8	1.9	0.0	3.3	6.8	94.9
COc1cc(NC(=O)c2noc(C)c2[N+](=O)[O-])c(OC)cc1Cl	0.4	5.5	101.3	1.6	-1.8	1.0	-0.8	8.1	100.1
COc1ccc2c3n(nc2c1)CCN=C3c1ccc(C)cc1	2.6	7.1	80.7	6.2	-1.3	0.0	/	-17.1	70.2
Nc1ncnc2c1ncn2[C@@H]1O[C@H](CNCc2ccc(OCC(=O)Nc3nccs3)cc2)[C@@H](O)[C@H]1O	0.7	/	99.1	/	/	8.0	/	-7.5	95.3
CCS(=O)(=O)N1CCC(C(=O)N2CCOCC2)CC1	4.2	3.8	124.0	0.0	3.1	1.0	2.4	-4.0	112.9
CN1CCN(Cc2nc3cc(NC(=O)COc4ccc([N+](=O)[O-])cc4)ccc3n2C)CC1	1.4	3.6	106.4	5.1	-3.8	0.0	-3.1	-19.1	115.0
O=[N+]([O-])c1ccc2c(c1)Nc1nc3ccccc3nc1N2	-11.7	-24.4	72.4	-0.3	4.2	1.0	-1.5	-5.4	88.0
O=P(CCO)(c1ccccc1)c1ccccc1	2.1	-2.5	102.2	0.6	2.7	4.0	1.2	2.5	103.0
O=C1CCCN1CCCNC(=S)Nc1ccc(Cl)cc1Cl	-1.2	1.4	98.8	2.9	1.6	1.0	1.3	-9.3	100.3
CCc1ccc(CNC(=O)C2Cc3cc(S(=O)(=O)N4CCCC4)ccc3N2C(C)=O)cc1 (centres undefined)	4.2	-4.8	97.2	-0.3	-0.4	1.0	-5.6	2.9	95.5
CCc1ccccc1N(C(C)=O)c1nc(CN=C=S)cs1	5.0	-12.0	103.9	-8.3	-1.0	2.0	1.2	-1.8	96.6
O=C(CSc1nc2ccccc2s1)NC1CCS(=O)(=O)C1 (centres undefined)	-2.9	7.4	94.4	5.2	-5.8	1.0	-0.2	-1.4	102.0
O=C(NCCCn1ccnc1)c1cc2c(s1)CCCC2	3.5	-1.7	104.2	2.8	0.7	0.0	2.1	10.3	106.5
CCC[C@@H](OS(N)(=O)=O)[C@@H](Cc1ccccc1)C(=O)OCC	16.7	-1.8	80.2	5.1	2.0	0.0	0.3	-4.4	71.4
CCN(CCNC(=O)c1ccc2nc(-c3ccccc3NC(C)=O)c(=O)[nH]c2c1)c1ccccc1	-1.8	-1.0	100.4	0.4	-2.1	0.0	-0.3	-15.7	97.8
CC(C)CC(=O)Nc1ccccc1-c1nnn(CC(=O)N2CCc3ccccc3C2)n1	3.0	4.0	92.6	3.9	0.5	2.0	0.7	16.5	90.0
COc1ccc(NS(=O)(=O)NC(=O)c2cn(C)c3ccccc23)cc1	9.6	-0.5	82.8	4.3	0.3	2.0	-1.6	1.6	95.4
COc1ccc2nc(SCC(=O)N3CCCCCC3)c(C#N)cc2c1	3.6	-2.6	82.8	4.9	0.5	2.0	5.0	5.0	79.3
O=C(CN1CCN(c2ccccn2)CC1)Nc1ccc(Cl)c(C(F)(F)F)c1	2.1	1.9	88.7	-2.0	-5.2	2.0	-1.2	-2.6	97.8
COc1ccc(N(Cc2cc3cc(OC)ccc3[nH]c2=O)C(=O)c2cccnc2)cc1	-3.7	0.4	/	2.9	-0.6	0.0	/	-10.6	115.0
CSCCC(NS(=O)(=O)c1ccccc1F)C(=O)N1CCCCCC1 (centres undefined)	-4.2	-1.6	95.3	1.5	4.5	0.0	1.8	-11.9	92.7
COc1cccc(C(=O)NCc2nnc(SCC(=O)Nc3nccs3)n2-c2cccc(C)c2)c1	2.5	4.9	98.5	1.4	-1.8	0.0	1.4	0.0	104.8
O=C(O)CCc1ccc(-c2cccs2)n1NC(=O)c1cccs1	6.0	15.9	96.7	6.6	0.4	6.0	-1.2	15.7	92.0
CCOC(=O)c1ccc(N2C(=O)c3n[nH]c(C)c3C2c2cccnc2)cc1 (centres undefined)	1.9	0.3	104.5	5.7	-1.0	0.0	4.9	13.9	103.3
O=C(/C=C/c1ccccc1)NCC(=O)N/N=C/c1ccccc1[N+](=O)[O-]	-2.7	4.2	96.3	7.6	-0.9	1.0	-4.3	15.8	94.7
COc1ccc(/C=C(\NC(=O)c2ccc(OCC(C)C)cc2)C(=O)OCc2ccco2)cc1	2.6	10.3	107.4	4.4	-14.3	0.0	-1.0	1.2	115.4
N#CN(Cc1ccccc1)Cc1ccccc1	-6.9	-2.0	95.5	0.6	0.7	0.0	3.3	5.4	93.9
Cc1nc2c(sc(=S)n2Cc2ccco2)c(=O)n1CC(=O)Nc1cc(F)ccc1F	-2.8	6.0	105.3	-1.8	-15.7	6.0	1.1	-0.3	108.1
CC(C)C[C@H](NC(=O)c1nc[nH]c1C(=O)N1CCN(C(=O)OC(C)(C)C)CC1)C(=O)OC(C)(C)C	-4.1	-0.6	102.6	2.6	-2.1	5.0	1.4	22.5	104.8
